Htt clearance – compounds clearing mutant huntingtin protein. HeLa Exon1htt(103Q)mCFP, aggregate imaging; zero = plate's median compound well. inhibition, % at 1.5 µM. actives 0.42% (n = 47,000). AID 853;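 active = inhibition of aggregate fluorescence above about 70%, also judged a hit by eye on the cell image, limit read from the data, passing the limit was not always enough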;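 also: cells exposed to compound for three days before fixation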
Htt clearance grain fraction – recorded beside Htt clearance, whose call it bears; fraction fluorescence in grains; measured here: aggregate grain fluorescence fraction; hits give low values;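 scaled fraction of total cell fluorescence in grains with unit not stated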
* = called active by the depositor. These rows are one share of the data; the hit share may differ from the screen's.

SMILES | Htt clearance | Htt clearance grain fraction
Nc1ccc(C2(c3ccc(N)cc3)CN3CCC2CC3)cc1 | -16.0 | 26.2
CCOC(=O)c1c(-n2c(C)cc(C=C3C(=O)NC(=O)NC3=O)c2C)sc2c1CCCC2 | -10.1 | 22.8
O=C1NC(=O)[C@]2(Cc3ccccc3N3CCN(c4ccccc4)CC32)C(=O)N1c1ccccc1 (stereo partly drawn) | 23.6 | 27
CCC(=NCC1CCCO1)c1c(O)n(Cc2ccccc2)c(=O)[nH]c1=O (stereo not drawn) | 13.9 | 33.6
CCN1CCN(C(=O)COc2cc(=O)n(CC)c3ccccc23)CC1 | -20.4 | 23
CC(C)CC12CN3CCN(CC(C3)/C1=N/O)C2 | -21.9 | 22.5
COc1ccc(C(CC(=O)N2CCC3(CC2)OCCO3)NS(=O)(=O)c2ccc(F)cc2)cc1 (stereo not drawn) | -173.8 | 117
NCCCP(=O)(O)CCc1ccccc1 | 32.8 | 22.8
COc1ccc(OC)c(-n2c(O)c(C=NCc3ccc4c(c3)OCO4)c(=O)[nH]c2=O)c1 | 29.5 | 26
CN1CCN(c2c[nH]c(=O)[nH]c2=O)CC1 | 34.4 | 29
CCOc1ccc(-n2c(O)c(C=NCCCn3ccnc3)c(=O)[nH]c2=O)cc1 | -44.8 | 34.2
CC(=O)c1c(C)[nH]c(C(=O)N2CCC3(CC2)OCCO3)c1C | -68.5 | 57
Cc1nc2cc(F)ccc2n1C1CCN(Cc2nnnn2CCc2ccccc2)CC1 | -13.6 | 41.2
Cn1c(=O)cc(SCC(=O)N2CCC3(CC2)OCCO3)c2ccccc21 | 64.7 | 11.2
Cc1ccc(-n2c(O)c(C=NCc3cccnc3)c(=O)[nH]c2=O)cc1C | -30.1 | 47.9

The final 5 records of the part above open the next one.
SMILES | Htt clearance | Htt clearance grain fraction
CCOc1ccc(-n2c(O)c(C=NCCCn3ccnc3)c(=O)[nH]c2=O)cc1 | -44.8 | 34.2
CC(=O)c1c(C)[nH]c(C(=O)N2CCC3(CC2)OCCO3)c1C | -68.5 | 57
Cc1nc2cc(F)ccc2n1C1CCN(Cc2nnnn2CCc2ccccc2)CC1 | -13.6 | 41.2
Cn1c(=O)cc(SCC(=O)N2CCC3(CC2)OCCO3)c2ccccc21 | 64.7 | 11.2
Cc1ccc(-n2c(O)c(C=NCc3cccnc3)c(=O)[nH]c2=O)cc1C | -30.1 | 47.9
Fc1ccccc1N1CCN(Cc2c(F)cccc2F)CC1 | -64.4 | 30.6
CCC(C)NS(=O)(=O)c1ccc(OCC(=O)N2CCN(CC)CC2)cc1 (stereo not drawn) | -14.1 | 22.8
CC1CN=C(Nc2cccc3ccccc23)S1 (stereo not drawn) | -37.1 | 52.2
CCCCCCOc1ccc(CN2CCN(C)CC2)cc1 | 4.7 | 20.5
Cc1cc(C)nc(NC2=NCCS2)n1 | -10.1 | 44.3
CN1C(=O)C(Cc2cccs2)C(=O)N(C)C1=O | 8.7 | 37
CCn1cc(C(=O)N2CCC3(CC2)OCCO3)c(=O)c2cc(S(=O)(=O)N3CCCC3)ccc21 | 25.8 | 14.4
O=C(c1cc(=O)[nH]c2ccc(Br)cc12)N1CCC2(CC1)OCCO2 | -44.7 | 30.1
O=C(C1CC(=O)N(C2CCCCCCC2)C1)N1CCC2(CC1)OCCO2 (stereo not drawn) | -2.4 | 40.9
CN(CC(=O)Nc1ccccc1-c1ccccc1)C1CCCCC1 | 17.1 | 14.9
O=c1[nH]c(=O)n(Cc2ccco2)c(O)c1C=NCCN1CCOCC1 | -6.0 | 35.9
O=C(Cc1cccs1)N1CCC2(CC1)OCCO2 | -84.6 | 36.3
Cc1cc(NC(=O)COC(=O)c2c(C)nn(Cc3ccccc3Cl)c2Cl)no1 | -25.8 | 26.3
Cc1cc(CN(C)C)c(OC(=O)N(C)C)cc1C | 39.5 | 22.7
O=P(O)(O)C12CC3CC(CC(C3)C1)C2 | 16.5 | 14.1

Nothing new here: entries from further up.
SMILES | Htt clearance | Htt clearance grain fraction
CN(CC(=O)Nc1ccccc1-c1ccccc1)C1CCCCC1 | 17.1 | 14.9
O=c1[nH]c(=O)n(Cc2ccco2)c(O)c1C=NCCN1CCOCC1 | -6.0 | 35.9
O=C(Cc1cccs1)N1CCC2(CC1)OCCO2 | -84.6 | 36.3
Cc1cc(NC(=O)COC(=O)c2c(C)nn(Cc3ccccc3Cl)c2Cl)no1 | -25.8 | 26.3
Cc1cc(CN(C)C)c(OC(=O)N(C)C)cc1C | 39.5 | 22.7
O=P(O)(O)C12CC3CC(CC(C3)C1)C2 | 16.5 | 14.1

Other structures:
SMILES | Htt clearance | Htt clearance grain fraction
CN(C)C1=NP(N(C)C)(N(C)C)=NC(c2ccccc2)=N1 | -20.9 | 46.1
COc1ccc(C(=O)N2CCOCC2)cc1S(=O)(=O)N1CCC(C)CC1 | 3.5 | 19
Cc1cc(S(=O)(=O)NCC(C)C)ccc1OCC(=O)N1CCN(Cc2ccccc2)CC1 | 3.7 | 15.6
CN(C)C1=NC(N(C)C)=NP(N(C)C)(N(C)C)=N1 | -37.3 | 50.4
C1=C(c2c[nH]c3ccccc23)CCNC1 | -245.3 | 69.6
CCOCC(=O)NC1CCSC1=O (stereo not drawn) | -0.2 | 37.1
COc1ccc(CC2C(=O)NC(=O)N(c3ccccc3)C2=O)c(OC)c1 (stereo not drawn) | -14.6 | 50.4
CC(=O)Nc1cc(C(=O)N2CCC3(CC2)OCCO3)ccc1S(=O)(=O)c1ccc(C)cc1 | 29.2 | 30.6
O=C(Cn1cnc2ccccc2c1=O)NCC(=O)N1CCC2(CC1)OCCO2 | -39.9 | 30
Cc1cc(C)n2nc(SC(C)C(=O)N3CCC4(CC3)OCCO4)nc2n1 (stereo not drawn) | -42.8 | 47.5
COc1ccccc1N=Cc1c(O)n(C)c(=O)n(C)c1=O | 15.2 | 34.2
CCOC(=O)Cn1cc(C(=O)c2ccccc2F)c2ccccc21 | -16.8 | 46.4
CN1C2CCC1CC(OC(=O)c1cc(Cl)cc(Cl)c1)C2 (stereo not drawn) | 37.1 | 14.2
CNCC(O)c1cccc(OC(=O)c2ccccc2C)c1 (stereo not drawn) | 14.9 | 17.2
CCOP(=S)(OCC)c1ccc(N(C)C)cc1 | -29.7 | 24.8
CCN1CC=C(c2c[nH]c3ccccc23)CC1 | 41.0 | 10.9
COc1ccc(N2C(=O)NC(=O)C(CCc3ccncc3)(CCc3ccncc3)C2=O)cc1 | -55.2 | 27.2
Nc1cccc(N=Cc2c(O)n(Cc3ccc(F)cc3)c(=O)[nH]c2=O)c1 | -32.5 | 58.5
COc1ccc(C2=NCC(=O)N(CC(=O)NCc3ccco3)c3sc4c(c32)CCCC4)cc1OC | -78.8 | 68.1
NC12CN3CN(CN(C3)C1)C2 (tested in a mixture with another compound) | 22.9 | 31.2
Cc1ccc(S(=O)(=O)Cc2ccc(C(=O)N3CCC4(CC3)OCCO4)o2)cc1 | -67.0 | 35.3
CCCCNC(=O)Nc1ccc(C(O)(C(=O)OCC)C(F)(F)F)cc1 (stereo not drawn) | 33.5 | 23.3
CCCCN1C(=O)NC(=O)C2(Cc3c(nc4ccccn4c3=O)N3CCc4ccccc4C32)C1=O (stereo not drawn) | 4.1 | 32.7
CC(=O)CC(C)(C)n1c[n+](C)nn1 | -23.9 | 44.5
CCCCN1C(=O)C(C2c3ccccc3C(=O)N2Cc2ccccc2)C(=O)NC1=S (stereo not drawn) | 18.4 | 29.2
COc1ccccc1CN1CCN(C(=O)COc2cccc(C)c2)CC1 | 2.2 | 38.3
Fc1ccccc1CCNCc1cccc(Cl)c1Cl | 35.2 | 24.4
CCOC(=O)c1c(NC(=O)C(c2ccccc2)c2ccccc2)sc2c1C1CCN2CC1 | 74.9* | 9.7*
C(=NC12CN3CN(CN(C3)C1)C2)c1cccnc1 | 22.0 | 31.4
O=C(COc1ccccc1)N1CCN(C/C=C/c2ccccc2)CC1 | -37.0 | 27.6

Complete entries, quoted from the list:
Results for Fc1ccccc1N1CCN(Cc2c(F)cccc2F)CC1 = Htt clearance = -64.4; Htt clearance grain fraction = 30.6
Results for CCOP(=S)(OCC)c1ccc(N(C)C)cc1 = Htt clearance = -29.7; Htt clearance grain fraction = 24.8

Single entries from the entries so far:
CCCCN1C(=O)NC(=O)C2(Cc3c(nc4ccccn4c3=O)N3CCc4ccccc4C32)C1=O (stereo not drawn) – Htt clearance: 4.1
C(=NC12CN3CN(CN(C3)C1)C2)c1cccnc1 – Htt clearance: 22.0

Next compounds
SMILES | Htt clearance | Htt clearance grain fraction
CC(=NCc1ccco1)c1c(O)n(C)c(=O)n(C)c1=O | -14.4 | 46.1
O=S(=O)(c1ccc(Cl)cc1)N1CN2CCN(C2)C1 | -35.7 | 54.4
CCC(=NCc1ccco1)c1c(O)n(Cc2ccccc2)c(=O)[nH]c1=O | -23.3 | 41.3
CCCCCCN=C(CC)c1c(O)n(CCCC)c(=O)[nH]c1=O | 43.9 | 22.5
C#CCN1C(=O)C2(C(C#N)=C(N)OC(C)=C2C(=O)OCc2ccccc2)c2ccccc21 (stereo not drawn) | -18.6 | 38.8
CN(C)C(=O)CSc1nnc([C@@H](N)Cc2ccccc2)o1 | 4.4 | 32.9
Cc1nn(Cc2ccccc2)c(C)c1C(=O)OCC(=O)NCc1ccco1 | 24.7 | 13.4
C=CCn1c(O)c(C(C)=NC2CC2)c(=O)[nH]c1=O | -51.3 | 61
O=c1[nH]c(CN2CCNCC2)nc2ccccc12 | 26.4 | 11.8
O=S(=O)(c1ccccc1)N1CCCCC1c1cccnc1 (stereo not drawn) | 13.7 | 32.5
CCOP(=O)(C#CC(C)(C)C)C(C)(O)c1ccccc1 (stereo not drawn) | 16.9 | 17.2
Cn1cccc1CNCCc1ccccc1 | 7.3 | 40.2
CC(C)(C)c1ccc(S(=O)(=O)N2CC3CC(C2)c2cccc(=O)n2C3)cc1 (stereo not drawn) | 7.8 | 34.7
CCN1CCN(Cc2ccc(OC(F)(F)F)cc2)CC1 | 49.6 | 9.8
CCCCn1c(O)c(C=NCCN2CCCCC2)c(=O)[nH]c1=O | -4.5 | 38.4
c1ccc(C2CC3CC(c4ccco4)N2O3)cc1 (stereo not drawn) | -14.0 | 20.3
Cc1ccc(S(=O)(=O)N2CN3CCN(C3)C2)cc1 | 23.6 | 30.6

Assay outcomes as filed in PubChem BioAssay.
